# ROC1-CUL1 inh: inhibitors of human ROC1-CUL1 ubiquitin ligase activity | E3 ubiquitin-protein ligase RBX1 (Homo sapiens) + Cullin-1 (Homo sapiens), P62877+Q13616 | in vitro K48 di-Ub FRET, acceptor:donor ratio, 45 min | inhibition, % at 10 µM | actives 0.6% (n = 140,000) | AID 1347404, 2020; in the data active = inhibition above about 25%
# Target sequence (P62877 whole entry, looked up): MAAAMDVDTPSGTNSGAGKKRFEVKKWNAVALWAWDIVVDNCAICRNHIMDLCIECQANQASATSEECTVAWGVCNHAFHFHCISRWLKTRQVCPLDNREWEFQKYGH
# Target sequence (Q13616 whole entry, looked up): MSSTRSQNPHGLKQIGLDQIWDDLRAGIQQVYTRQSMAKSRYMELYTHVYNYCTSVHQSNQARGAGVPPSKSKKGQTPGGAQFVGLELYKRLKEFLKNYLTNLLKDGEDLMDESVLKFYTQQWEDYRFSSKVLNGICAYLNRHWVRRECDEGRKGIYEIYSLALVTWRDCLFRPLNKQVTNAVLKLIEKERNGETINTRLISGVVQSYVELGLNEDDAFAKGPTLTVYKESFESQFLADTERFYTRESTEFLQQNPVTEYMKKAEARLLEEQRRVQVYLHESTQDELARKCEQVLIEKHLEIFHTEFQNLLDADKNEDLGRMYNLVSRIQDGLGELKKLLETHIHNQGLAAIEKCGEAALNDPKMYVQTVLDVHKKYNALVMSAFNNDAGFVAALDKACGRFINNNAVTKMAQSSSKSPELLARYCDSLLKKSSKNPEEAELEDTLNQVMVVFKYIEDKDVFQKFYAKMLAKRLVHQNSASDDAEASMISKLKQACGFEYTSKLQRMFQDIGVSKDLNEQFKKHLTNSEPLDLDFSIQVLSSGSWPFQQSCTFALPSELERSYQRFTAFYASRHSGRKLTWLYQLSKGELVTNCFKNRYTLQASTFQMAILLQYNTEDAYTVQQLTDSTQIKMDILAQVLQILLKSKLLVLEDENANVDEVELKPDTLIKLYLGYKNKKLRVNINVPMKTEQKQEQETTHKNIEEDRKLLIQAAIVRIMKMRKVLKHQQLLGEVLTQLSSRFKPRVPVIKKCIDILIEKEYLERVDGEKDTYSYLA
# The depositor's hits bear a star; & = joins results of further samples. An excerpt (hit frequency here may not be typical).
SMILES,ROC1-CUL1 inh
CC(C)CC(=O)NC(Nc1ccc(S(=O)(=O)Nc2ncccn2)cc1)(C(F)(F)F)C(F)(F)F,1
CCCCOc1ccc(CNC(=O)c2ccc(-c3nc(CN4CCc5ccccc54)c(C)o3)cc2)cc1,-8
COc1ccccc1OC(C)C(=O)Nc1cccc(-c2nc3ccccc3o2)c1 (stereo not drawn),-2
Cc1c(NC(=O)c2cccs2)cccc1-c1nc2cc(Cl)ccc2o1,3
CO/C=C(\Oc1ccccc1C)C(=O)Nc1ccc(Cl)cc1,0
COc1ccc(-c2noc(-c3ccc(NCC4CCCO4)c([N+](=O)[O-])c3)n2)cc1 (stereo not drawn),8
COc1cc2[nH]c(=O)n(CCCC(=O)N(C)Cc3ccccc3)c(=O)c2cc1OC,0
Cc1ccc(C)c(NC(=O)N(C)CCc2c(C)nn(C)c2C)c1,-2
COc1ccc(NC(=O)c2c(NCc3ccc(C)o3)sc3c2CCCCC3)c(OC)c1,18
O=C(c1ccccc1)c1cn(Cc2ccc(F)cc2)c2ccccc2c1=O,-7
O=C1C2C3C=CC(C3)C2C(=O)N1c1ccc(N2C(=O)C3C4C=CC(C4)C3C2=O)c(Cl)c1 (stereo not drawn),0
O=C1Nc2cc(Cl)ccc2Oc2cc(Oc3ccccc3)ccc21,-1
Cc1cc(C)cc(NC(=O)C2CCN(S(=O)(=O)c3ccc4c(c3)oc(=O)n4C)CC2)c1,-8
Cc1c(Cc2ccccc2)sc(NC(=O)COc2ccc(C(C)(C)C)cc2)c1C(N)=O,-9
COCc1nnc2sc(-c3ccc4c(c3)OCCO4)nn12,6
CCN1CCN(c2nc(C)c3c(n2)CC(c2ccccc2)CC3=O)CC1 (stereo not drawn),-5
O=C(CCN1Cc2ccccc2OC(c2ccccc2)C1)N1CCN(c2nc3ccccc3s2)CC1 (stereo not drawn),3
COc1cc(/C=N\NC(=O)c2ccccc2O)ccc1OCC(=O)Nc1ccc(C)c(C)c1,6
COc1ccc(N2CCN(C(=O)c3cc4c(=O)n(Cc5cccnc5)ccc4nc3C)CC2)cc1,4
CC(C)(C)C(=O)OCc1cc(=O)n2nc(C3CCCCC3)sc2n1,-23
CCOc1ccc(CNCc2ccccc2Cl)cc1,1
CC(C)N1CCN(C/C=C/c2ccccc2)CC1CCO (stereo not drawn),-5
O=C(c1cccs1)c1cn(CCOc2ccc(Cl)cc2)c2ccccc12,-7
O=C(Oc1cc(=O)oc2ccccc12)c1ccccc1Br,1
O=C1C2CCCCN2C(=O)N1CCCCN1CCN(c2ccccc2Oc2ccccc2)CC1 (stereo not drawn),6
Cc1cc(C(=O)Nc2sc(C)c(C)c2C(N)=O)no1,1
COc1cc(C2CC(=O)C3C(=Nc4ccccc4N(C(=O)C(F)(F)F)C3c3cccc(F)c3)C2)cc(OC)c1OC (stereo not drawn),6
CCOc1cc(C2c3c(oc4ccccc4c3=O)C(=O)N2Cc2ccccc2Cl)ccc1O (stereo not drawn),3
CC1=NC(SCC(=O)c2ccccc2)=C(C#N)C(c2ccccc2)C1C(=O)Nc1ccccc1 (stereo not drawn),6
O=C(C1CCCN1S(=O)(=O)c1cc(Cl)cc(Cl)c1)N1CCOCC1 (stereo not drawn),5
CC(=O)Nc1cn2c(N)nc(C(=O)Nc3ccc(C)cc3)c2nn1,15
CCc1ccc(CCC(=O)N2CCOCC2)cc1,13
CCOC(=O)c1c(-c2ccccc2)csc1NC(=O)C(Sc1ccccc1)c1ccccc1 (stereo not drawn),-4
CCOc1ccc(CNC(=O)c2cnc3sc(N4CCC(C)CC4)nn3c2=O)cc1OC,9
Clc1ccccc1Nc1ncnc2c1nc1n2CCCCC1,-1
COc1ccc(-c2cnccn2)cc1OC,-10

# Exported field by field: part of the list above
COc1cc(/C=N\NC(=O)c2ccccc2O)ccc1OCC(=O)Nc1ccc(C)c(C)c1
  ROC1-CUL1 inh: 6

COc1ccc(N2CCN(C(=O)c3cc4c(=O)n(Cc5cccnc5)ccc4nc3C)CC2)cc1
  ROC1-CUL1 inh: 4

CC(C)(C)C(=O)OCc1cc(=O)n2nc(C3CCCCC3)sc2n1
  ROC1-CUL1 inh: -23

CCOc1ccc(CNCc2ccccc2Cl)cc1
  ROC1-CUL1 inh: 1

# (more compounds)
SMILES,ROC1-CUL1 inh
COc1ccccc1C1(CC(=O)N(C)Cc2ccc(Oc3ccccc3)cc2)CC(=O)N(C)C1=O (stereo not drawn),0
CCn1c(=O)c2c(nc3n(CCO)c(C)cn23)n(C)c1=O,8
Cc1cccc(C)c1NC(=O)Cn1c(=O)n(CCC(=O)NCc2ccc3c(c2)OCO3)c(=O)c2sccc21,-2
COc1cc(/C=C/c2nc(-c3ccccc3O)n(-c3ccccc3)n2)ccc1O,12
O=C(NCCc1ccc(F)cc1)C(=O)NCC(c1ccco1)S(=O)(=O)c1cccs1 (stereo not drawn),-3
CC(=O)C1=C(c2ccc(C)cc2)OC(=O)CC1=O,-11
CCS(=O)(=O)N1CCCC(C(=O)Nc2cccc(Cl)c2C)C1 (stereo not drawn),4
CCOCCCNCc1ccccc1OCc1ccccc1F,4
O=CN1CCCN(C(=O)c2csc3nc(-c4cccc(C(F)(F)F)c4)cn23)CC1,13
CCCCN(CC)CCCn1cnc2c([nH]c3ccc(Cl)cc32)c1=O,-10
Fc1ccccc1Cn1nnc2ccccc21,5
CCOc1cccc(NC(=O)c2sc3nc(-c4ccc(F)cc4)ccc3c2N)c1,4&-4
O=C(CSc1nc2[nH]ncc2c(=O)n1-c1ccccc1)c1ccc2c(c1)OCCO2,8
Cc1ccc(-c2cc(-c3ccc4c(c3)NC(=O)CO4)nc3c2COc2ccccc2-3)cc1,-11
Cc1ccc(-c2[nH]nc3c2C(c2ccc(C(F)(F)F)cc2)C(C#N)C(=N)O3)cc1 (stereo not drawn),5
CCc1n[nH]c2c1CN(C(=O)c1cccc(-c3ncc[nH]3)c1)CC2,0
CCCCn1c(CN2CCCC2)cnc1S(=O)(=O)CCCC(C)C,1
COC(=O)C(CCSC)NC(=O)C1CCN(c2ncnc3c2nc2n3CCCCC2)CC1 (stereo not drawn),-1
Clc1cc2cc(Cl)sc2s1,0
O=C(NC1CCCN(Cc2ccccc2F)C1)c1cc2ccccc2oc1=O (stereo not drawn),-3
Cc1nc(N)nc(N)c1C#CC1(c2ccc(Cl)cc2)CCCC1,2
Cc1nn(C)cc1C(C)NC(=O)c1c(Cl)c(C)nn1C (stereo not drawn),-3
O=C(CC1(O)C(=O)N(CCc2ccccc2)c2ccc(Br)cc21)c1ccccc1O (stereo not drawn),8
C=CCn1c(CNc2cccc3ccccc23)nnc1SC(C)C(=O)N/N=C/c1ccc(OC)cc1OC (stereo not drawn),42*
COCCn1c(=O)c2c(nc3n(-c4cccc(OC)c4)c(C)c(C)n23)n(C)c1=O,1
CNC(=O)c1c(NC(=O)c2ccccc2)sc2c1CCC(C(C)(C)C)C2 (stereo not drawn),2
CCOC(=O)C1CCN(C(=O)CN2C(=O)c3cccc4cccc2c34)CC1,9
CCc1ccccc1Nc1sc(C(=O)c2ccccc2)c(N)c1S(=O)(=O)c1ccccc1,-12
CCOC(=O)c1c(NC(=O)c2cc(-c3ccc(Br)cc3)on2)sc(C)c1C,-10
Cc1cc(C)c(C)c(S(=O)(=O)NCCN(CCO)S(=O)(=O)c2c(C)c(C)cc(C)c2C)c1C,-13
CCOC(=O)c1c(NC(=O)CN2C(=O)c3ccccc3C2=O)sc2c1CC(C)(C)OC2,6
O=C(CCC1CCN(Cc2cc(Cl)ccc2O)CC1)N1CCCC1,2
CCCCSC1C(=O)c2ccccc2N(C)C1=O (stereo not drawn),-8
O=C(CSc1nnc(NC(=O)c2ccccc2F)s1)Nc1ccc(Br)cc1,3
C=CCN1C(=O)C(Cc2ccc(OC)cc2)=NC1=S,2
CSc1ccccc1C(=O)Nc1cc(Cl)ccc1Cl,-1
O=C(/C=C/c1ccco1)Nc1scc(-c2cccs2)c1C(=O)O,28*
O=C(O)C1CC=CCC1C(=O)Nc1ccccc1C(=O)N1CCN(c2ccccc2)CC1 (stereo not drawn),6
CC(C)CC(=O)NC1(C(F)(F)F)N=C(c2ccccc2)NC1=O (stereo not drawn),6
COc1ccccc1NC(=O)c1cc(OC)c(OC)cc1OC,-3
CCN(CC)CCCNC(=O)c1ccc(Cn2c(SCc3ccccc3)nc3cccnc32)cc1,-6
Cc1ccc(-n2c(COc3ccccc3Cl)n[nH]c2=S)cc1,-4
Cc1ccc(-n2c(SCC#N)nc3c(c2=O)C2(CCCC2)Cc2ccccc2-3)cc1,6
O=S(=O)(c1ccc(N2CCN(CCO)CC2)nc1)N1CCCCC1,-4
O=S(=O)(c1ccc(Cl)cc1)c1nc(-c2ccc(Cl)cc2Cl)oc1N1CCCCC1,5
COc1ccc(OC)c(C2NC(=S)N=C(C)C2C(N)=O)c1 (stereo not drawn),4
O=C(CSc1nccn1Cc1ccc(Cl)cc1)NC1CCCC1,1
Cc1ccc(-c2cc(C(F)(F)F)c(C#N)c(SCC(=O)Nc3ccccc3)n2)cc1,-8
CCOC(=O)c1ccc(-c2ccc(C=C3C(=O)OC4(CCCC4)OC3=O)o2)cc1,6
O=C1C(=O)N(CCN2CCOCC2)C(c2cccs2)C1C(=O)c1ccc2c(c1)OCCO2 (stereo not drawn),-3
O=C1C(=Nc2ccccc2F)C(Cl)C(=O)N1c1ccc(I)cc1 (stereo not drawn),8
Cc1cccc(N=CC2CCCCC2=O)c1Cl (stereo not drawn),5
CC1=C(C)CC(C(=O)Nc2ccccc2)CC1 (stereo not drawn),6
COc1ccc(C(=O)n2nc(C)c(C)c2C)cc1,7
Cc1cccn2c(=O)c3cc(S(=O)(=O)c4ccccc4)c(=N)n(Cc4ccco4)c3nc12,3
Cc1ccccc1NC(=O)c1nnn(-c2ccccc2)c1-c1ccccc1,4
O=C1N=C(SC(=O)c2ccccc2Br)S/C1=C/c1ccccc1,4
Clc1ccc(-c2cn3c(-c4ccc(-c5ccccc5)cc4)cn(/N=C/c4ccccc4)c3n2)c(Cl)c1,12
Cc1sc(N2C(=O)C3C4C=CC(C4)C3C2=O)c(C#N)c1C (stereo not drawn),10
OCc1c2ccccc2c(Cl)c2ccccc12,-9
# (continued)
SMILES,ROC1-CUL1 inh
CCOc1ccc(Br)cc1S(=O)(=O)N(CC)CC,-4
O=C(CN1C(=O)C2CCCCN2c2ccc(C(=O)N3CCCC3)cc21)NCc1ccc(F)cc1 (stereo not drawn),-10
CCOC(=O)N1CCN(C(=O)c2ccc(N3CCC(NCCN4CCCCC4)CC3)cc2)CC1,4
CCOC(=O)C1C(C)=NC(=O)NC1c1ccc(OCC(=O)N/N=C/c2cc(C)n(C)c2C)c(OC)c1 (stereo not drawn),-11
Nc1ccc2oc3c(c2c1)CCCC3,-1
CCc1ccc(OCc2n[nH]c(=S)n2CC)cc1,7
Nn1c(SCc2ccccc2)nc2sc3c(c2c1=O)CCCC3,3
CN1C(=O)CC(CC(=O)N2CCCC(C(=O)c3nccn3C)C2)(c2ccc(-c3ccccc3)cc2)C1=O (stereo not drawn),-7
CCOc1ccc(NC(=O)C2CCN(S(=O)(=O)N(C)C)CC2)cc1,7
COc1ccc(OC)c(N=Cc2cc(Br)cc(C)c2O)c1,9
c1ccc(C2=NC23c2ccccc2-c2ccccc23)cc1,-3
CN(Cc1cccc2ccccc12)C(=O)Cn1nnnc1CN1CCCC1,-8

# Quoted at random: six compounds from above.
SMILES,ROC1-CUL1 inh
CCOc1ccc(NC(=O)C2CCN(S(=O)(=O)N(C)C)CC2)cc1,7
Nn1c(SCc2ccccc2)nc2sc3c(c2c1=O)CCCC3,3
CCOC(=O)N1CCN(C(=O)c2ccc(N3CCC(NCCN4CCCCC4)CC3)cc2)CC1,4
COc1ccc(OC)c(N=Cc2cc(Br)cc(C)c2O)c1,9
CCOC(=O)C1C(C)=NC(=O)NC1c1ccc(OCC(=O)N/N=C/c2cc(C)n(C)c2C)c(OC)c1 (stereo not drawn),-11
O=C(CN1C(=O)C2CCCCN2c2ccc(C(=O)N3CCCC3)cc21)NCc1ccc(F)cc1 (stereo not drawn),-10

# (next part)
SMILES,ROC1-CUL1 inh
Cc1ccc(S(=O)(=O)N(CC(=O)Nc2ccc3c(c2)OCO3)c2ccc(C)c(Cl)c2)cc1,-7
CCCC(=O)C1C(=O)C(C(=O)OC)C(C)(C)CC1=Nc1ccncc1 (stereo not drawn),4
CCOC(=O)C1(CCOc2ccccc2)CCCN(C(=O)C(=O)c2ccco2)C1 (stereo not drawn),5
CC(=O)c1ccc(OCC(=O)N2CCc3c(cnc(C)c3CNC(=O)Cc3cccs3)C2)cc1,-9
CCCNC(=O)c1nnn(-c2cc(Cl)ccc2OC)c1C,4
COc1ccc(CCN=Cc2cccn2-c2sc3c(c2C#N)CCCC3)cc1OC,-6
O=C(NCc1cccs1)c1ccc(CSc2nc3ccncc3n2Cc2cccc(F)c2)cc1,10
CC(C)(C)c1nc2c(s1)-c1cc(Br)ccc1C2,7
CC(=O)Nc1ccc(S(=O)(=O)Nc2ccc3c4c(cccc24)CC3)cc1,5
CC(=O)NC(NC(C)=O)c1ccccc1F,10
CN(Cc1cnccn1)c1nc2nonc2nc1N1CCCCCC1,4
O=c1oc2ccccc2n1Cc1cccc(F)c1,4
CCCCOc1ccc(-c2ccc(C)cc2)cc1C(=O)O,-8
CN(C)Cc1ccccc1Sc1ccccc1F,-15
COc1cc(OC)nc(Oc2ccccc2C=Nc2cccc(Cl)c2)n1,0
O=C1COc2ccc(C(=O)NCc3ccc4c(c3)OCO4)cc2N1,1

# Records listed so far marked active in ROC1-CUL1 inh:
SMILES,ROC1-CUL1 inh
C=CCn1c(CNc2cccc3ccccc23)nnc1SC(C)C(=O)N/N=C/c1ccc(OC)cc1OC (stereo not drawn),42*
O=C(/C=C/c1ccco1)Nc1scc(-c2cccs2)c1C(=O)O,28*
